V-ATPase pH – alters yeast V-ATPase proton transport. AID 504577. actives 0.37% (n = 350,000). S. cerevisiae, pHLuorin cytosolic pH fluorescence. response, % at 10 µM; in the data active = response mostly above about 7.3%, no sharp cut-off; inactive = mostly below about 5.4%; note: actives read high; inactives centre near 0; some compounds called inactive have numbers as strong as hits; reference of the scale not given here
Arr AP2 block – blocks beta-arrestin peptide binding to AP2 adaptin; actives 0.31% (n = 340,000); inhibition, % at 10 µM; AID 504490; FITC-arrestin peptide / GST-AP2 beads, flow cytometry; AP2 beta2 appendage carries R879A mutation;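 active = inhibition above a set limit, near 3 SD of compounds lacking own fluorescence, cut at about 54% in these data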;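 note: plate controls were DMSO wells for no effect and 5 µM unlabelled arrestin peptide for full effect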
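test system = AP2 appendage R879A on GSH beads | buffer or medium = PBS plus Tween 20 (0.05%) and BSA (0.1%) | incubation = 12 min plus 1 h, RT | detection = bead flow cytometry, FITC channel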
HTR5A ag – counter-screen for OPRM1-OPRD1 agonists: human HTR5A agonism. activation, % at 9.3 µM. HTR5A agonist assay, luminescence, cell-based. actives 0.61% (n = 340,000); in the data active = activation mostly above about 9.5%, no sharp cut-off; inactive = mostly below about 7.6%;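 note: 0% = cells with vehicle only and 100% = reference agonist; strong numbers were not always called active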
DSG3 Ab inh – inhibitors of pemphigus antibody binding to human desmoglein-3 | binding (percent of control), % at 10 µM | actives 0.48% (n = 310,000) | DSG3-coupled beads, scFv-anti-DSG3-GFP binding, flow cytometry; stronger effect = lower value | P32926;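 active = binding more than 3 SD below its plate's average and above zero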;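 note: hits lower antibody fragment binding to DSG3; some compounds called inactive have numbers as strong as hits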
Target sequence (P32926 whole entry, looked up, the tested form may be a part): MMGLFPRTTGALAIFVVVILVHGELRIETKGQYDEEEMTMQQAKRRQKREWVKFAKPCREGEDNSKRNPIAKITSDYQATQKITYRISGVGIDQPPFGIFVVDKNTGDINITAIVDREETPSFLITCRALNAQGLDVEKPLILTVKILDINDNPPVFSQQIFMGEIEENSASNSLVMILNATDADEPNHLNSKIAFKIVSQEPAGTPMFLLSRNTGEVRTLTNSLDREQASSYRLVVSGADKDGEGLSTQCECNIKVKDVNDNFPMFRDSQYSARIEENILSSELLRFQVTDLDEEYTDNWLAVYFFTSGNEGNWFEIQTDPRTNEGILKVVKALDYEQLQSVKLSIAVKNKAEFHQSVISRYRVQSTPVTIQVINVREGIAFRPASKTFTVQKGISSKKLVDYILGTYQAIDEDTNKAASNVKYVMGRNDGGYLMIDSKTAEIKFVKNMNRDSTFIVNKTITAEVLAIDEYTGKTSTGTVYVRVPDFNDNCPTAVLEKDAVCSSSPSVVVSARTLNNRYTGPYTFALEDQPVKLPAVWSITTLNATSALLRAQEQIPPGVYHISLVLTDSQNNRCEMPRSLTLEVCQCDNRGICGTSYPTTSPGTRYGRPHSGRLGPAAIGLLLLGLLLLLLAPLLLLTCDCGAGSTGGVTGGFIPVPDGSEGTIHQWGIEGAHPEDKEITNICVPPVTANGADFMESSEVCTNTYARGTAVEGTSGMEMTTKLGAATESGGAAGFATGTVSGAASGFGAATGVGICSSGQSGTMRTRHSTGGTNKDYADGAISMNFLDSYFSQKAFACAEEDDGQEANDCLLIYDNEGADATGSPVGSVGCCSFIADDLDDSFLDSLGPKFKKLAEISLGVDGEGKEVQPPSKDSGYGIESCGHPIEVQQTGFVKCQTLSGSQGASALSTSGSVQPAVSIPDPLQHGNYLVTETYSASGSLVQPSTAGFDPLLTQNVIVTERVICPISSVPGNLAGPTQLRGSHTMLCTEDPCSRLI
HTR5A inv ag – HTR5A inverse agonism, opioid heterodimer counter-screen. P47898. HTR5A cell line, luminescence. inhibition, % at 9.3 µM. actives 0.083% (n = 340,000). AID 504634; in the data active = inhibition mostly above about 23%, no sharp cut-off; inactive = mostly below about 18%;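 note: 0% = cells with DMSO and 100% = no-cell wells with DMSO; some compounds called inactive have numbers as strong as hits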
OPRM1-OPRD1 ag – OPRM1-OPRD1 heterodimerization agonism. P35372+P41143. actives 0.3% (n = 340,000). activation, % at 9.3 µM. cells, luminescence; in the data active = activation above about 18%;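 note: 0% = vehicle-treated cells and 100% = reference agonist; values of inactives mirror those of a sister screen read the other way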
PKA-R2B activ – activators of human PKA-R2B complex; AID 504700; activation, % at 11.4 µM; actives 0.079% (n = 340,000); PKA-R2B holoenzyme dissociation, Cy5-IP20 fluorescence polarization; R2B truncated from residue 108, S112A mutant; 0% DMSO only, 100% 113 µM cGMP; P22694+P31323;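 active = activation above a cutoff set at the mean over all compounds plus 3 SD, cut at about 18% in these data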;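 note: higher means more holoenzyme dissociation and a rise in polarization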
DAGLB inhibitor – blocks human DAGLB lipase activity; Q8NCG7; actives 0.059% (n = 340,000); inhibition, % at 5.17 µM; HEK293T DAGLB membrane lysate, EnzChek fluorogenic substrate; AID 504411; in the data active = inhibition above about 34%;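 note: 0% = enzyme with vehicle and 100% = wells lacking enzyme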
OPRM1-OPRD1 inv – inverse agonists of human mu-delta opioid receptor heterodimerization | actives 0.21% (n = 340,000) | AID 504357 | inhibition, % at 9.3 µM | P35372+P41143 | cell-based MOR-DOR heterodimer luminescence, inverse agonism; in the data active = inhibition above about 22%, passing the limit was not always enough;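 note: 0% = cells with DMSO and 100% = wells without cells with DMSO; values of inactives mirror those of a sister screen read the other way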
PKA-R1A activ – activates the PKA-R1A holoenzyme complex. actives 0.083% (n = 340,000). PKA-R1A dissociation, Cy5-IP20 fluorescence polarization; scaled: DMSO 0%, 113 µM cGMP 100%. activation, % at 11.4 µM;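 active = percent activation above the mean of all tested compounds plus 3 SD, cut at about 19% in these data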;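 note: higher means more PKAc released from R1A so a rise in polarization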
* = called active by the depositor; nt = no result given.

SMILES	V-ATPase pH	Arr AP2 block	HTR5A ag	DSG3 Ab inh	HTR5A inv ag	OPRM1-OPRD1 ag	PKA-R2B activ	DAGLB inhibitor	OPRM1-OPRD1 inv	PKA-R1A activ
Cc1cnc(NC(=O)C2CCCO2)s1 (configuration not stated)	0	8	-6	nt	-12	-2.5	-12	1	13	1
CCOC(=O)c1ccc(NC(=O)C2(c3ccccc3)CCOCC2)cc1	-4	2	7	102	-20	-1.6	-7	2	9	-15
O=C(Oc1ccc[nH]c1=O)c1cccc(Cl)c1	2	-14	-1	98	3	-5.2	-4	-2	23	-5
CCOc1ccc(C2c3[nH]c4ccccc4c3C[C@H]3C(=O)N(C4CC4)CC(=O)N23)cc1OC (some centres not stated)	0	2	2	97	-9	0.7	9	-1	-4	2
Cc1ccc(S(=O)(=O)Nc2ccc(OCC(=O)N3CCOCC3)cc2)c(C)c1NS(C)(=O)=O	-4	0	-3	100	1	-2.9	-6	-1	15	6
O=C(NCC(=O)N(CCN1CCOCC1)C(C(=O)NC1CCCC1)c1ccccc1)c1cccs1 (configuration not stated)	-1	4	1	99	27	-2.2	-6	-3	11	-4
CCOc1ccc(NC(=O)CCN2CCN(S(=O)(=O)c3ccc(Cl)cc3)CC2)cc1	1	1	1	103	-15	-2.6	-9	-3	15	-10
Cc1ccc(-n2c(C)cc(=O)cc2C)c(C)c1	1	-2	3	102	-11	-2.8	2	-2	15	-4
COc1cc(NC(=S)N2CCN(CCO)CC2)cc(OC)c1	-4	1	-2	120	-16	-2.3	-9	0	12	6
CCN(CC)S(=O)(=O)c1cc(C(=O)O)ccc1Cl	-4	4	-1	105	22	-1.5	-3	-1	9	-8
CCN(CC(=O)Nc1c(F)cccc1F)C(=O)CCNC(=O)c1ccccc1OC	3	-14	7	102	-16	-2.5	3	4	13	-5
CC1Cc2ccccc2N1C(=O)COC(=O)c1ccc(N(C)C)cc1 (configuration not stated)	-2	6	2	nt	-5	-0.6	1	-3	3	8

Reprinted from the part before: 4 entries; new compounds follow.
SMILES	V-ATPase pH	Arr AP2 block	HTR5A ag	DSG3 Ab inh	HTR5A inv ag	OPRM1-OPRD1 ag	PKA-R2B activ	DAGLB inhibitor	OPRM1-OPRD1 inv	PKA-R1A activ
COc1cc(NC(=S)N2CCN(CCO)CC2)cc(OC)c1	-4	1	-2	120	-16	-2.3	-9	0	12	6
CCN(CC)S(=O)(=O)c1cc(C(=O)O)ccc1Cl	-4	4	-1	105	22	-1.5	-3	-1	9	-8
CCN(CC(=O)Nc1c(F)cccc1F)C(=O)CCNC(=O)c1ccccc1OC	3	-14	7	102	-16	-2.5	3	4	13	-5
CC1Cc2ccccc2N1C(=O)COC(=O)c1ccc(N(C)C)cc1 (configuration not stated)	-2	6	2	nt	-5	-0.6	1	-3	3	8
Clc1ccc(-c2cn3cccnc3n2)cc1Cl	0	-8	2	86	6	1.1	-6	-2	-7	-8
CN(CC(=O)Nc1ccc(F)cc1)C(=O)COC(=O)C1CCN(c2ccc(C(F)(F)F)cn2)CC1	0	-6	3	107	-11	1.2	-6	1	-7	-2
Cc1[nH]c2ccccc2c1/C=N\NC(=O)CNc1ccc2c(c1)OCO2	2	13	5	81	-19	-2.9	5	1	15	-10
CC(C)Oc1cccc(C(=O)C2CCCN(C(=O)c3ccnn3C)C2)c1 (configuration not stated)	0	6	-1	98	2	-3.9	-11	-1	20	-5
COc1cccc(-c2ncc3ccccc3c2COC(=O)N2CCCCC2)c1	-2	-3	-2	104	-13	1.9	7	-8	-10	-3
C#CCOCCOCCOCCNc1nc(N2CCN(C(=O)C([C@@H](C)CC)n3cc(C(N)CC(C)C)nn3)CC2)nc(N2CCN(C(=O)[C@H](CCC(=O)O)n3cc(C(N)Cc4ccc(O)cc4)nn3)CC2)n1 (some centres not stated)	-1	1	-2	113	6	-1.2	7	-2	7	-3
CCOc1ccc2cc(S(=O)(=O)N3CCN(C)CC3)ccc2c1	-7	6	4	75	-25	4.2	13	2	-23	-3
Cc1nc2sc(C(c3cccc(F)c3)N3CCC(C)CC3)c(O)n2n1 (configuration not stated)	-3	2	-2	89	-29	3.2	0	-3	-19	3
COc1ccc(C2CC(c3ccccc3)=NN2C(=O)CSc2nccc(=O)[nH]2)cc1 (configuration not stated)	5	2	5	122	-14	-0.1	-3	5	0	2
COc1ccc(OC)c(CNC(=O)C2CCCN(S(=O)(=O)N3CCC(C)CC3)C2)c1 (configuration not stated)	0	-14	5	105	-25	0.2	-1	0	-1	-1
O=C(Cc1c(O)c2ccccc2[nH]c1=O)NCc1ccccc1	-1	-1	5	107	-13	0.2	-4	1	-1	6
Nc1c2c(nc3sc4c(c13)CCCC4)CCCCCC2	0	15	-4	95	9	-4.9	-11	1	24	2
C[C@H](CO)N1C[C@H](C)[C@@H](CN(C)S(=O)(=O)c2ccc(F)cc2)Oc2ccc(NC(=O)Nc3ccc(C(F)(F)F)cc3)cc2C1=O	-3	-1	0	104	-7	-0.8	6	-2	4	0
Cc1ccccc1Cn1nc(C)c(NC(=O)c2cc(-c3cccs3)on2)c1C	0	1	1	100	-3	-1.6	-13	-3	8	3
CC1CCC2(CC1)NC(=O)N(CC(=O)NCc1ccc(Cl)cc1)C2=O (configuration not stated)	-1	-3	0	89	-2	-0.1	-1	-2	0	-2
CCc1ccccc1NC(=O)c1noc(C(C)C)c1[N+](=O)[O-]	-3	5	6	82	24	-0.8	-1	-2	4	1
Cc1ccc(Nc2nnc(SCC(=O)Nc3cccnc3Cl)s2)cc1C	-1	-7	9	87	9	-1.0	0	2	5	-7
COc1ccccc1Nc1nc(-c2cccc(N3C(=O)c4ccccc4C3=O)c2)cs1	-2	-2	8	99	-28	0.3	-1	1	-2	-4
O=C(Cc1ccc(F)cc1)N1CCC(CC2CC(c3ccc(Cl)cc3)=NO2)(C(=O)NCC2CCCCC2)CC1 (configuration not stated)	7	12	0	104	15	4.1	-2	-1	-23	-8
C[C@H]1CCC(=O)N([C@H](CC#N)Cc2ccccc2)CC1	-3	-4	10	98	-28	-2.4	-15	-1	14	6
CC(=O)NC1=NC(=O)C(C)S1 (configuration not stated)	-1	12	4	105	-11	-2.0	1	1	11	1
Cc1ccc(SC(C)C(=O)NCCC2=CCCCC2)cc1 (configuration not stated)	-1	-2	3	108	-7	-3.4	-13	1	18	2
CC(C)CC[n+]1ccn(-c2nc3ccccc3nc2[N-]S(=O)(=O)c2ccc(Cl)cc2)c1	1	18	1	80	-44	-0.8	0	0	4	-10
O=C(NC1CCCc2c1cnn2-c1ccccc1F)c1ccccn1 (configuration not stated)	-5	34	-5	128	18	-0.5	2	0	2	-10
CCCOc1ccc(C(=O)c2ccccc2C(=O)OC2CCOC2=O)cc1OCCC (configuration not stated)	4	1	1	101	0	-1.4	-1	-3	6	-6
O=C(O)Cc1ccc(Oc2ncc(C(F)(F)F)cc2Cl)cc1	1	0	5	93	-5	0.4	12	-2	-2	2
Fc1ccccc1C(c1nnnn1C1CCCC1)N1CCN(Cc2ccccc2)CC1 (configuration not stated)	-4	0	-4	101	25	0.1	2	-3	-1	-5
CCOc1ccccc1CNC(=O)CCc1cn(CC)c2ccccc12	-3	17	0	101	1	-1.0	-13	-7	5	-11
O=C(Nc1ccc2c(c1)OCO2)c1ccc(S(=O)(=O)N2CCCC2)cc1	4	-1	-4	98	9	-0.6	-6	-2	3	-11
CCOC(=O)N1CCN(S(=O)(=O)c2c(C)nn(C)c2C)CC1	2	-12	3	107	-9	-2.1	1	-2	10	3
O=C(Cc1ccccc1)Nc1nnc(-c2ccco2)s1	-4	31	2	117	6	0.3	-9	-5	-1	-2
CC(Oc1ccccc1)C(=O)Nc1cccc(-c2nc3ccccc3[nH]2)c1 (configuration not stated)	0	4	0	110	8	-0.3	4	-1	1	-1
O=C(O)C/C(=C\c1cc2c(cc1Br)OCO2)c1nc2ccccc2s1	4	4	5	116	-15	-1.5	15	3	8	11
O=C(NCCSc1ccccc1)c1ccccc1	2	-1	0	96	-26	0.5	5	-5	-3	-1
c1ccc(C2COC(c3cccs3)=N2)cc1 (configuration not stated)	1	25	0	99	-21	-3.4	6	0	18	1
CC(C)(C)NC(=O)CN(Cc1cccs1)C(=O)CNS(=O)(=O)c1ccc(F)cc1	0	-8	1	101	-27	-1.2	-7	1	6	-8
CCCN1CCC(=O)N([C@H](CN=[N+]=[N-])CC(C)C)CC1	1	31	2	112	-8	-1.6	-9	-5	9	-6
Cc1nc(SC2CC(=O)N(c3ccc([N+](=O)[O-])cc3)C2=O)nc2c1CCCC2 (configuration not stated)	3	1	2	102	6	-1.8	-1	-2	11	-1
O=S(=O)(NCc1cccnc1)c1ccc(Br)s1	1	2	4	101	-10	-2.5	0	0	12	-5
CCc1n[nH]c(=S)n1/N=C/c1ccc(N(C)c2ccccc2)cc1	3	-30	-5	106	15	8.1	-5	-1	-41	-5
Cc1c(Br)ccc(NC(=O)c2ccccc2[N+](=O)[O-])c1C	-1	0	3	87	-9	4.2	6	-1	-29	-6
CCCCn1c(N)c(N(CCC(C)C)C(=O)C2=NN(c3cc(C)ccc3C)C(=O)CC2)c(=O)[nH]c1=O	0	-7	1	93	-17	-0.7	-4	3	5	5
O=C(CCC(C(=O)c1ccccc1)c1ccccc1)c1ccccc1 (configuration not stated)	0	nt	nt	98	nt	nt	-5	-14	nt	-1
COc1ccc(/C=N/NC(=O)/C(=C/c2ccccc2)CCO)cc1	-1	33	-2	99	5	-2.3	-6	-2	14	-10
CSc1nnc2c3cc(C)ccc3n(Cc3ccccc3)c2n1	-3	26	-9	nt	20	3.5	2	-1	-17	-3
COc1ccc(N2CCN(CC(=O)Nc3nnc(-c4ccccc4)s3)CC2)cc1	-3	4	3	91	-10	5.1	-4	5	-28	0
O=C(CNc1ccc(F)cc1F)NC(=O)NCc1ccco1	6	5	4	90	-18	-0.9	-10	0	5	-13
COC(=O)C(C(=O)OC)c1ccc(N)cc1	1	15	6	94	-15	-2.2	1	-1	10	5
CCCCOC(=O)CSc1nnc(-c2ccc(Cl)cc2Cl)o1	0	1	0	210	0	0.5	10	-23	-3	3
COC(=O)c1ccccc1S(=O)(=O)NNC(=O)Nc1ccccc1	3	23	0	90	-2	-2.2	-3	-2	13	-2
CCSC1=C(C#N)C(c2cccs2)C(C(=O)OC)=C(C)N1 (configuration not stated)	6	-5	-1	99	-23	-1.8	8	0	10	-4
COC(=O)C1=CN(Cc2ccccc2)C=C(C(=O)OC)C1c1cc(F)ccc1F	0	8	-4	91	15	-1.9	2	-5	9	3
O=c1oc2ccc3ccccc3c2c2c1SC(C(F)(F)F)C2 (configuration not stated)	-2	9	0	107	13	-0.9	0	-1	4	-1
NC(=O)N1CCN(CCCN2c3ccccc3Sc3cc(Cl)ccc32)CC1	8	nt	nt	108	nt	nt	-1	2	nt	3

Source: PubChem BioAssay (several laboratories)
